# High-throughput results as filed in PubChem BioAssay.
# Tau FP inhib: tau fibrillization inhibition (FP); 280,000 compounds, 0.39% hits; K18 P301L tau heparin fibrillization, Alexa594 FP, 6 h; P10636; Potency, µM (highest dose often 57.7 µM), without a hit: at the highest dose activity, negative = inhibition, actives largely listed as inhibitors; note: nearly all actives have a fitted effect of over 55% in size
# Target sequence (P10636 561-689 P618L limits assumed): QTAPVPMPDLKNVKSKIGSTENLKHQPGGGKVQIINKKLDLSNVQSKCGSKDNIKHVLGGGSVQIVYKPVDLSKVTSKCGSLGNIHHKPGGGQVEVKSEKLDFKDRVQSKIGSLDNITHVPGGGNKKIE
#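 Read-out: fluorescence polarization of Alexa 594-labeled tau (0.24 uM), 555 nm excitation, 632 nm emission. Mixtures held 15 uM unlabeled K18 P301L, compound and 20 uM heparin, pH 7 acetate buffer, incubated 6 hr at 37 C.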
# TRb-SRC2 inh: disrupts binding of human TR beta to SRC2. AID 1469. 280,000 compounds, 0.065% hits. TRbeta-SRC2 peptide binding, fluorescence polarization; receptor liganded with 1 µM T3. Potency, µM (highest dose often 106 µM), for the others: at the top dose activity change, negative = inhibition, most hits filed as inhibitors. P10828;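 note: plate controls were bound peptide for no effect and peptide without receptor for full effect; nearly all actives have a fitted effect of over 50% in size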
# Target sequence (P10828 whole entry, looked up): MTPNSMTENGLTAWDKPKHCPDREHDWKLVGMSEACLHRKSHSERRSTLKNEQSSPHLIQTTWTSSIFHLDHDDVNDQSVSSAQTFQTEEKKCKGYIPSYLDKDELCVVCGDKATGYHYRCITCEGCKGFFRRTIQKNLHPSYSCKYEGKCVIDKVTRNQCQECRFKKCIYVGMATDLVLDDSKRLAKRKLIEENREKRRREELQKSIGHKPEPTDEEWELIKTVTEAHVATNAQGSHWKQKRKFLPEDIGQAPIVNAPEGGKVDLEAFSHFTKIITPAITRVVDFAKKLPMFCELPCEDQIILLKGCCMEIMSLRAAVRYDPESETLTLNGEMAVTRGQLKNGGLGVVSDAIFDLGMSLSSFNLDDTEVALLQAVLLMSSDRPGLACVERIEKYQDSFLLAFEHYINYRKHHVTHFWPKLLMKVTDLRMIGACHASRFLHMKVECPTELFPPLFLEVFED
#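 Fluorescence polarization of 20 nM Texas Red SRC2 peptide with 0.6 uM human TRb ligand-binding domain, in Tris buffer with 1uM T3 and 5% DMSO. Incubated 5 hr ambient; normalized to unbound and bound controls.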
# JMJD2E inh: inhibitors of human JMJD2E histone demethylase | JMJD2E catalytic domain, FDH-coupled NADH fluorescence (FDH is formaldehyde dehydrogenase) | Potency, µM (doses to about 57.1 µM), for the others: top-dose activity change, negative = inhibition, hits mostly inhibitors | 230,000 compounds, 1.6% hits; active = well fitted inhibition curve with a large enough effect, not every such curve was filed as active; inconclusive = small, poorly fitted or top-dose-only effect, or another doubt; inactive = no such curve, though single readings can be large or run the other way;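 note: 0% = wells with enzyme and -100% = buffer wells without enzyme; nearly all actives have a fitted effect of over 50% in size; many of its hits are not listed in these tables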
# RECQ1 helicase: inhibitors of human RECQ1 DNA helicase | AID 2549 | 240,000 compounds, 0.54% hits | RECQ1 DNA unwinding, red fluorescence kinetic read | Potency, µM (series often up to 57.3 µM), for inactives: at the top dose activity, negative = inhibition, hits mostly inhibitors | P46063;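 note: plate controls were vehicle for no effect and no enzyme for full effect; nearly all actives have a fitted effect of over 30% in size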
#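 50 nM RECQ1T1 preincubated 15 min with compound in Tris pH 8.0 buffer with MgCl2, DTT, Tween-20 and 2.5 ug/ml poly(dI-dC); started with 200 nM TAMRA/BHQ-2 forked duplex and 2 mM ATP. Unwinding read as fluorescence (525/598 nm), two reads 2 h apart.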
# TexasRed fluor: counter-screen for TRb-SRC2 inhibitors: fluorescence interference | 280,000 compounds, 0.29% hits | Potency, µM (titrated, usually from 106 µM), for the others: top-dose fluorescence change, negative = quenching | TRb/SRC2 Texas Red total fluorescence interference; active = well fitted curve in either direction with a large enough effect; inconclusive = small, poorly fitted or top-dose-only effect
#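 Human TRβ ligand-binding domain (0.6 uM) and Texas Red SRC2 peptide (20 nM) in Tris buffer with 1 uM T3 and 5% DMSO were incubated with pinned compound for 5 hr at ambient temperature. Total fluorescence was computed as S + 2P (555/632 nm).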
# L3MBTL1 block: inhibitors of human L3MBTL1 | Q9Y468 | AlphaScreen L3MBTL1–H3K9me1 peptide binding | Potency, µM (highest dose often 57.1 µM), without a hit: at the highest dose activity, negative = inhibition, actives largely listed as inhibitors | 230,000 compounds, 0.66% hits | AID 485360; note: nearly all actives have a fitted effect of over 60% in size
#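 AlphaScreen assay: L3MBTL1 (50 nM final) was preincubated 30 min at room temperature with biotinylated H3(1-15)K9me1 peptide (75 nM final), then 30 min with library compounds; streptavidin donor and nickel chelate acceptor beads (10 ug/mL final) added, 30 min dark.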
# Tau fibril ThT: tau fibrillization inhibition (ThT binding); P10636; recombinant tau K18 P301L (four-repeat tau fragment), heparin-induced fibrillization, ThT fluorescence; Potency, µM (titrated, usually from 57.4 µM), for inactives: at the top dose activity, negative = inhibition, actives largely listed as inhibitors; 270,000 compounds, 2.1% hits; note: nearly all actives have a fitted effect of over 55% in size
#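 Recombinant human tau K18 fragment […] carrying P301L, 15 uM unlabeled plus 0.24 uM Alexa 594-labeled, was fibrillized with 20 uM heparin in 100 mM sodium acetate pH 7 for 6 hr at 37 C; 30 uM ThT fluorescence read after 1 hr.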
# RGS12 GoLoco inh: inhibitors of human Gai1-RGS12 GoLoco interaction (red fluorophore) | 230,000 compounds, 0.44% hits | P63096 | Potency, µM (series often up to 61.6 µM), for inactives: top-dose activity, negative = inhibition, usual class: inhibitors | Gai1:RGS12 GoLoco peptide FP, rhodamine, 10 min; active = well fitted inhibition curve with a large enough effect, not every such curve was filed as active; inactive = no such curve, though single readings can be large or run the other way; note: nearly all actives have a fitted effect of over 30% in size; many of its hits are not listed in these tables
# Target sequence (P63096 whole entry, looked up): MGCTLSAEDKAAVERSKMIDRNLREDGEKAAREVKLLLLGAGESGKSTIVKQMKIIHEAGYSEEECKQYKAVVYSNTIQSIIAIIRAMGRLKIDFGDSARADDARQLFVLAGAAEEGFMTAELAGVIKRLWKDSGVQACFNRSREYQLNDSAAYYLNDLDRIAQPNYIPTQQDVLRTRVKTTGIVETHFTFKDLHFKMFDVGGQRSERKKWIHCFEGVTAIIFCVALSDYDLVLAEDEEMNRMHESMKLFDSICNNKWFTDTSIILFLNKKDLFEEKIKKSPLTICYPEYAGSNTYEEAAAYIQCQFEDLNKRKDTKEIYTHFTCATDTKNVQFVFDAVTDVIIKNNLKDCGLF
# Active calls of the source: *; i = inactive; u = inconclusive; x = not tested or not shown; [ ] = dose if it differs, or a comment. Unless noted, calls come from the whole dose curve; as a rule, active = well fitted curve in the direction sought with a large enough effect; inconclusive = small, poorly fitted or top-dose-only effect, or another doubt; inactive = no such curve, though single readings can be large; an effect the other way counts as inactive or inconclusive. Unless noted, % is set by controls: 0 for no effect and ±100 for the full control effect; potency is the fitted concentration of half-maximal effect. An excerpt; the hit share may differ from the screen's.
SMILES,Tau FP inhib,TRb-SRC2 inh,JMJD2E inh,RECQ1 helicase,TexasRed fluor,L3MBTL1 block,Tau fibril ThT,RGS12 GoLoco inh
O=C1Nc2ccc([N+](=O)[O-])cc2OC1CCN1CCOCC1 (stereo not given),-2%,5%,-4%,-6%,-6%,8%,-16%,-6%
COc1cc(C(=S)N2CCCC2)ccc1OC(=O)c1ccc(Cl)cc1[N+](=O)[O-],8%,3%,0%,-20%,2%,-19%,u,4%
Cc1cccc(NC(=S)NNC(=O)c2csc3c2CCC(C)C3)c1 (stereo not given),u,-1%,-11%,i,2%,x,u,8%
CCc1ccc(NC(=O)CCc2c(C)nc3nc(-c4cc(OC)cc(OC)c4)nn3c2C)cc1,15%,2%,x,x,u,x,-7%,x
Cc1c2c(n3c(nc4ccccc43)c1C#N)N(CCCN(C)C)CC2,1%,4%,u,u,-2%,1%,-14%,20%
Nc1nnc(SCC(=O)c2ccc([N+](=O)[O-])cc2)s1,-1%,-5%,-12%,i,-2%,-6%,u,-12%
CCn1c(=O)[nH]c(=O)c2c(N)c(C(=O)c3ccccc3OC)sc21,1%,8%,1%,0%,u,8%,-4%,0%
Cc1ccc(S(=O)(=O)CCC(=O)OCc2ccccc2)cc1,-3%,8%,11%,i,0%,6%,-14%,6%
CCOC(=O)C1(CC/C(C)=N\NC(N)=O)CC(C)(C)OC1=O (stereo not given),3%,-1%,-6%,5%,-3%,-1%,0%,5%
O=C(O)CC(CC(=O)Nc1ccc(Oc2ccccc2)cc1)c1ccccc1 (stereo not given),-5%,5%,11%,i,0%,4%,-5%,0%
CCOCCCNC(=O)C(c1ccccc1)N1Cc2ccccc2C1=O (stereo not given),-2%,-3%,x,x,3%,x,0%,x
O=C(COC(=O)CCC(=O)c1cccs1)Nc1cc(S(=O)(=O)N2CCOCC2)ccc1Cl,4%,7%,4%,-1%,-1%,x,-2%,-1%
CCOc1ccc(CN(C)CC(=O)c2c(N)n(Cc3ccccc3)c(=O)n(CC)c2=O)cc1OC,-7%,-14%,2%,-5%,-3%,x,-5%,4%
CCN1CCN(C(=O)CSc2nc(N)cc(N)n2)CC1,2%,-1%,-30%,i,-4%,3%,-5%,10%
Cc1ccccc1NC(=O)CN1C(=O)NC(C)(CCc2ccccc2)C1=O (stereo not given),-3%,3%,-1%,-15%,-4%,-20%,3%,9%
COc1cc(/C=N/Nc2nc(-c3ccc(S(=O)(=O)N(C)C)cc3)cs2)ccc1O,3%,-5%,-12%,-2%,-2%,-18%,10µM*,1%
CCOC(=O)c1c(NC(=O)CN2CCCc3ccccc32)sc(C)c1C,3%,-9%,-6%,-10%,14%,-4%,-16%,18%
CSc1ccccc1NC(=O)CCc1ccccc1,2%,0%,4%,i,-1%,9%,-3%,-3%
CCOc1ccccc1NC(=O)C1=C(C)Nc2ncnn2C1c1ccco1 (stereo not given),3%,0%,x,x,1%,x,3%,x
Cc1cc(NC(=S)N(Cc2ccc(Cl)cc2)Cc2ccc(C(=O)O)cc2)ccc1Cl,6%,-4%,-2%,-5%,-2%,x,-13%,-4%
COCCN1C(=O)/C(=C/c2ccc(N3CCCC3)cc2)SC1=S,3%,0%,5%,-14%,2%,3%,u,-22%
COc1ccc(/C=N/NC2=NCCCCC2)cc1,5%,2%,-1%,-7%,0%,x,-8%,6%
Cn1c(=O)n(Cc2ccccc2)c(=O)c2c1nc1n2CCN1Cc1ccco1,14%,-1%,-3%,-2%,-5%,x,-3%,-7%
COCCn1c(=S)[nH]c2ccccc21,-1%,5%,12%,-6%,0%,x,1%,3%
CCCCOc1ccc(CNC(=O)C2COc3ccc(OC)cc3C2)cc1 (stereo not given),-2%,10%,x,x,4%,x,5%,x
# Continued:
SMILES,Tau FP inhib,TRb-SRC2 inh,JMJD2E inh,RECQ1 helicase,TexasRed fluor,L3MBTL1 block,Tau fibril ThT,RGS12 GoLoco inh
Cc1nc2cc(C(=O)NC3CCCCCC3)ccc2n1-c1ccc(Br)cc1,-14%,-1%,x,x,0%,x,-2%,x
O=C(Nc1ccc(N2CCN(C(=O)c3ccccc3)CC2)cc1)c1ccc(Br)o1,5%,2%,5%,i,-4%,-15%,u,1%
Cc1nn(C(C)C(=O)NCCc2ccccc2)c(=O)c2c1sc1ccccc12 (stereo not given),u,-9%,x,x,-4%,x,u,x
CC(=O)c1cccc(NC(=O)Nc2ccc(C(=O)N3CCOCC3)cc2)c1,-11%,-18%,-12%,i,0%,-3%,10%,-8%
NC(=O)C1(N2CCCCC2)CCN(C(=O)c2ccccc2)CC1,3%,1%,5%,-2%,-2%,x,-3%,12%
Cc1cc(C)cc(-n2ccn(CC(=O)Nc3ccccc3C(F)(F)F)c(=O)c2=O)c1,-3%,-3%,x,x,7%,x,4%,x
COc1ccc(C(=O)NCc2ccc3c(c2)CCN3C(=O)c2ccc(C)cc2)cc1,-7%,-7%,x,x,-3%,x,-8%,x
CCCNS(=O)(=O)c1ccc(C(=O)NCC2CCCO2)cc1 (stereo not given),8%,5%,0%,u,-4%,-9%[11.4 µM],9%,8%
COc1ccc(-c2nc(-c3ccccc3)nc(N3CCN(C)CC3)c2C#N)cc1,-7%,-2%,0%,i,-5%,-3%,-5%,1%
COc1ccccc1CNc1nc2ccccc2n1CCN1CCCCC1,-3%,-14%,-3%,i,0%,-5%,-8%,6%
CCOc1ccc(CCNC(=O)c2cc3cccc4c3n2CCS4)cc1,u,-1%,x,x,-2%,x,u,x
COc1cccc(C2NC(=O)NC(C)=C2C(=O)Nc2ccc(C)cc2)c1OC (stereo not given),-1%,-5%,11%,i,-3%,-2%,-5%,8%
CCOC(=O)c1cccc(NC(=O)Cc2ccc(NC(=O)N3CCCCc4ccccc43)cc2)c1,-10%,-2%,x,x,1%,x,10%,x
COc1ccccc1/C=N/NC(=O)C(=O)NCc1cccnc1,-7%,-1%[53 µM],-23%,i,-1%[53 µM],-4%,-9%,10%
COc1cccc(CNC(=O)c2cc(C)nc3c2c(C)nn3-c2ccc(C)cc2)c1,-10%,11%,x,x,0%,x,-12%,x
CCc1cccc(C)c1NC(=O)c1ccc2c(c1)CCN2S(=O)(=O)CC,u,-3%,x,x,-1%,x,-10%,x
CC/C(=N\NC(=O)CCC(=O)NCc1ccccc1)c1ccc(O)cc1,-4%,4%,6%,-5%,-1%,0%,-11%,-5%
CCOC(=O)c1cc(-c2ccc(F)cc2)n(CC(=O)NC(C)CC)c1C (stereo not given),1%,-1%,1%,-6%,-1%,x,-18%,4%
CC(=O)N1CCc2cc(S(=O)(=O)NC(Cc3ccccc3)C(=O)NC3CCCCCC3)ccc21 (stereo not given),-7%,-2%,-7%,-7%,-5%,x,-13%,1%
C/C(=C\c1ccccc1)C(=O)NCCc1ccccc1,8%,1%,-2%,i,-2%,7%,-15%,10%
CCCN(CCC)CCCOC(=O)c1ccc(Cl)cc1Cl,-3%,0%,2%,i,-1%,x,-5%,-6%
CCOc1ccc2oc(C(=O)NC(C)(C)CC)c(C)c2c1,0%,0%,u,i,0%,x,-10%,4%
O=C(COc1nncc2ccccc12)Nc1ccc(F)c(F)c1,-7%,5%,5%,-15%,0%,x,-2%,-3%
CC1CN(C(=O)C2(C)CC2(Br)Br)CC(C)O1 (stereo not given),1%,9%,-2%,-4%,-1%,8%,9%,17%
Cc1cc(-c2ccccc2)n2ncnc2n1,u,3%,u,-10%,-4%,x,x,-6%
# Next section:
SMILES,Tau FP inhib,TRb-SRC2 inh,JMJD2E inh,RECQ1 helicase,TexasRed fluor,L3MBTL1 block,Tau fibril ThT,RGS12 GoLoco inh
CCNC(=O)CC1C(=O)N(c2ccccc2)C(=O)N1Cc1ccc(F)cc1 (stereo not given),0%,-1%,x,x,-4%,x,2%,x
O=C(Nc1ccc(-c2cnco2)cc1)c1ccccc1,3%,-3%,u,-1%,-1%,1%,2%,5%
COC(=O)C1=C(C(=O)c2ccccc2)C(c2ccccc2)n2nnnc2N1 (stereo not given),-10%,1%,0%,i,1%,-5%,-8%,10%
O=C(CCC(=O)N1CCOCC1)Nc1nnc(C2CCCCC2)s1,5%,8%,-2%,-1%,-3%,x,4%,-18%
CN1C(=O)C(CC(=O)NC2CCCCC2)SC1=Nc1ccccc1 (stereo not given),-3%,-4%,6%,-4%,-5%,29%,-6%,-12%
O=C1CN(S(=O)(=O)c2cc(Cl)ccc2Cl)CCN1,4%,-2%,5%,-3%,3%,9%,-2%,-9%
CCN(CC)C(=O)C1CCC(CNS(=O)(=O)c2cccc3cccnc23)CC1 (stereo not given),-13%,7%,-7%,3%,-2%,8%,-2%,1%
NC(=O)c1ncc(C(F)(F)F)cc1Oc1cccnc1,5%,-3%,-6%,i,-3%,x,0%,-5%
NC(=O)c1ccc2c(=O)n3c(-c4cccs4)csc3nc2c1,-7%,-7%,u,i,0%,x,-15%,-1%
CCCCCC(=O)Cc1cc(O)cc2c1C(=O)Oc1cc(O)c(C(=O)O)c(CCCCC)c1O2,12%,5%,u,16µM*,5%,x,u,5%
N#Cc1c(-c2ccco2)c2c([nH]c1=S)CCCC2,u,-9%,-26%,i,1%,u,u,-5%
O=C(COC(=O)c1ccc2c(c1)S(=O)(=O)c1ccccc1C2=O)NC1CC1,-2%,-4%,-5%,i,-4%,2%,-10%,4%
